mIDH1 inhibitor – blocks human mutant IDH1 R132H enzyme | AID 602179 | 0.093% of 390,000 active | IDH1-R132H enzyme, NADPH consumption, diaphorase/resazurin fluorescence | O75874 | Potency, µM (titrated, usually from 76.6 µM), for inactives: at the top dose activity change, negative = inhibition, hits mostly inhibitors; further: potency means the concentration at half of the fitted maximal effect; on the % scale 0 is the no-effect control and ±100 the full control effect; nearly all actives have a fitted effect of over 65% in size
Target sequence (O75874 whole entry R132H, stated change not applied): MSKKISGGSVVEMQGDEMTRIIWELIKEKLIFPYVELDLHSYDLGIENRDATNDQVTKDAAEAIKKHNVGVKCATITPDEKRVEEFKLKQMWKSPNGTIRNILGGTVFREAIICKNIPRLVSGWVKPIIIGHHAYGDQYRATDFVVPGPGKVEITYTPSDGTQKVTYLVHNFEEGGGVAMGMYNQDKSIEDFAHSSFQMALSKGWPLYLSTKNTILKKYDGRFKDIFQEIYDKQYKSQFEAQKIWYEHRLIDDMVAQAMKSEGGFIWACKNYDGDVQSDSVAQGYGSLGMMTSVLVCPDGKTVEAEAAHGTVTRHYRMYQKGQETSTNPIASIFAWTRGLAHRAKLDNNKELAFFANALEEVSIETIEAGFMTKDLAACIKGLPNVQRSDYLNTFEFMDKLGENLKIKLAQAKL
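IDH1-R132H (0.5 ug/mL) preincubated 30 min with compound, then NADPH (0.016 mM) and alpha-KG (2 mM) added; 80 min at RT, pH 7.5. Remaining NADPH coupled via diaphorase/resazurin to fluorescence (540/590 nm); concentration-response curves normalized to no-enzyme control.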
rTrxR1 inhibitor – rat TrxR1 inhibition. AID 588453. recombinant rTrxR1, NADPH fluorescence consumption, selenite substrate. Potency, µM (highest dose often 114 µM), without a hit: at the highest dose activity change, negative = inhibition, hits mostly inhibitors. O89049. 1% of 390,000 active; further: potency means the concentration at half of the fitted maximal effect; on the % scale 0 is the no-effect control and ±100 the full control effect; nearly all actives have a fitted effect of over 65% in size
Target sequence (O89049 whole entry, looked up): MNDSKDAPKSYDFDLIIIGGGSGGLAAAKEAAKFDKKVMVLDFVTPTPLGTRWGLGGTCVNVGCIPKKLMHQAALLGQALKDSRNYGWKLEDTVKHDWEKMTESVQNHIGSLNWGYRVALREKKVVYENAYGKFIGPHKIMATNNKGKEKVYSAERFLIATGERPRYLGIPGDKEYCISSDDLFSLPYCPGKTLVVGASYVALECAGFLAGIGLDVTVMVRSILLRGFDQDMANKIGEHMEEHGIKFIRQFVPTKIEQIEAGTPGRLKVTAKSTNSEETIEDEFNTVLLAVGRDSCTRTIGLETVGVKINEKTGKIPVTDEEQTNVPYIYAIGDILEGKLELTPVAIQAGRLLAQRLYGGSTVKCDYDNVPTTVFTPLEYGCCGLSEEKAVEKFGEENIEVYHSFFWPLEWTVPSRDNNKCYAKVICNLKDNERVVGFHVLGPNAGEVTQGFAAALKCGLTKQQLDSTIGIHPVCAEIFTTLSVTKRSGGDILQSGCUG
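Rat TrxR1 (90 nM in the dispensed reagent) was pre-reduced with 400 uM NADPH for 5 min at room temperature, then incubated with compound for 15 min. After 400 uM selenite was added, NADPH fluorescence (Ex 340/Em 450 nm) was followed for 8 min.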
TRHR ag – agonists of human TRH receptor | TRHR cells, calcium flux fluo-8, FDSS agonist mode | activation, % at 2 µM | 0.18% of 360,000 active | AID 493084; in the data active means activation above about 30%; further: 0% is about no effect
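TRHR-expressing cells loaded with fluo-8 calcium dye; 23 nL library compound pin-transferred, kinetic FDSS fluorescence (Ex 480/Em 530) recorded about 180 s for agonist-induced calcium release, before a 10 nM TRH EC20 addition for potentiator mode.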
Pin1 inhibitor – human Pin1 inhibition; Q13526; Pin1 FP peptide displacement, HiFluor488, 10 min; Potency, µM (titrated, usually from 115 µM), for inactives: at the top dose activity, negative = inhibition, usual class: inhibitors; 0.009% of 390,000 active; active means well fitted inhibition curve with a large enough effect in the polarisation, with a control signal flat, not every such curve was filed as active; inconclusive means small, poorly fitted or top-dose-only effect, or effect the other way, or a change in a side signal; inactive means no such curve, though single readings can be large or run the other way; the % refers to the polarisation; further: potency means the concentration at half of the fitted maximal effect; on the % scale 0 is the no-effect control and ±100 the full control effect
TRHR PAM – TRH receptor (human) allosteric enhancement; P34981; TRHR cells, fluo-8 calcium fluorescence, EC20 TRH enhancement; AID 493056; 0.66% of 360,000 active; enhancement, % at 2 µM; in the data active means enhancement above about 30%; further: 0% is about no effect
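Enhancer read-out: after compound pinning and an initial kinetic agonist-mode read, an EC20 of TRH (10 nM final) was injected and fluo-8 calcium signal (Ex 480/Em 530) followed at 1 s/cycle for 100 cycles in TRHR-expressing cells.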
D2 ag – D2 dopamine receptor (human) agonism | P14416 | HEK293 T-REx D2 cells, calcium flux agonist mode | activation, % at 2 µM | 0.53% of 340,000 active | AID 485358;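 active means activation over 3 SD above normal in the single-dose calcium agonist read, cut at about 30% in these data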; further: 0% is about no effect
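Agonism is scored from calcium flux in a force-coupled, inducible HEK293 cell line expressing D2, read kinetically for 180 s after compound addition against dopamine controls.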
D2 antag – antagonizes the human D2 dopamine receptor; P14416; HEK293 TREx D2 cells, calcium flux, dopamine EC80; inhibition, % at 10 µM; 2% of 340,000 active; AID 485344; in the data active means inhibition above about 30%; further: 0% is about no effect
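Read-out: kinetic calcium fluorescence (1 cycle/s) in inducible HEK293 T-REx D2 cells after an EC80 dopamine addition that followed 180 s compound preincubation. Loss of the dopamine response indicates antagonism.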
TrxR1 substrate – rat thioredoxin reductase 1 substrate activity | purified TrxR1 substrate turnover, NADPH consumption readout | 0.01% of 390,000 active | O89049 | Potency, µM (top dose mostly 114 µM), inactives show at the top dose activity change, negative = substrate turnover | AID 588456; further: potency means the concentration at half of the fitted maximal effect; on the % scale 0 is the no-effect control and ±100 the full control effect; nearly all actives have a fitted effect of over 50% in size
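Rat TrxR1, dispensed at 90 nM, was prereduced with 400 uM NADPH (final) for 5 min at ~22 deg C, then incubated with compound 15 min before 400 uM selenite. A first-read NADPH fluorescence drop versus no-compound background flagged substrates.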
USP1-UAF1 inh – inhibitors of human USP1/UAF1 deubiquitinase. recombinant USP1/UAF1, Ub-Rhodamine cleavage fluorescence. Potency, µM (top dose mostly 57.1 µM), for the others: at the highest dose activity change, negative = inhibition, hits mostly inhibitors. 0.23% of 390,000 active; further: potency means the concentration at half of the fitted maximal effect; on the % scale 0 is the no-effect control and ±100 the full control effect; nearly all actives have a fitted effect of over 60% in size; inactives centre near -12
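In this screen, compounds sit with the deubiquitinase complex (1nM) for 15 min at room temperature before Ub-Rho is added at 150nM final. Fluorescence rise is then followed for 6 reads every 60 seconds.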
* = called active by the depositor; ? = inconclusive; · = not tested or not shown; & = joins results of further samples; ! = repeats disagree; [ ] = another dose, or the depositor's remark. Unless noted, the call rests on the fitted dose curve; in most records, active means well fitted inhibition curve with a large enough effect; inconclusive means small, poorly fitted or top-dose-only effect; inactive means no such curve, though single readings can be large or run the other way.

SMILES	mIDH1 inhibitor	rTrxR1 inhibitor	TRHR ag	Pin1 inhibitor	TRHR PAM	D2 ag	D2 antag	TrxR1 substrate	USP1-UAF1 inh
COc1ccc(S(=O)(=O)N2CCOC23CCN(S(=O)(=O)c2ccccc2)CC3)cc1	3%	9%[57.1 µM]	0.2	11%	-7	0.4	11	7%[57.1 µM]	-23%
COc1ccc(C2Nc3ccccc3C(=O)N2Cc2ccccc2)cc1COc1ccccn1 (configuration not stated)	0%	8%	-0.3	?	-5	-0.5	-17	126%[activator]	-9%
COc1ccc(C(=O)OCCOc2ccccc2C(C)=O)c(O)c1	12%	37%	-0.2	-7%	0	-0.1	2	7%	-4%
COc1cc(/C=N/N2CCN(Cc3ccc(Cl)cc3)CC2)cc(Br)c1O	3%	-3%	0.7	-2%	0	1.4	-22	-7%	-16%
O=C(CN1C(=O)S/C(=C\c2ccccc2)C1=O)NCCCn1ccnc1	-9%	-17%	-0.3	-11%	4	-0.7	3	-8%	-29%
COc1ccc(C(=O)Nc2cccc(-c3ccc4nncn4n3)c2)cc1	6%	5%	-1.2	42%[activator]	-6	-0.6	-5	7%	-20%
CC(Sc1nncs1)C(=O)NCc1ccc2c(c1)OCO2 (configuration not stated)	2%	25%	-0.4	-4%	3	-0.6	-10	13%	-14%
Cn1c(=O)c2c(nc(CN3CCC(C(N)=O)CC3)n2Cc2ccccc2Cl)n(C)c1=O	5%	23%	-0.2	6%	9	-0.1	-9	8%	-20%
COc1ccccc1/C=C/C(=O)NCc1ccccn1	0%	30%	0.0	4%	-2	0.2	1	13%	-19%
O=C(Nc1ccccc1NC(=O)c1ccccc1Cl)c1ccccc1Cl	5%	2%	0.1	-3%	1	0.9	1	-1%	-8%
CC(=O)c1cc2c(cc1NC(=O)CSc1ccc(S(=O)(=O)N(C)C)cn1)OCO2	4%	2%	-0.2	?	2	0.1	21	5%	-8%
Cc1nc(Oc2ccccc2C)c2oc3ccccc3c2n1	-8%	9%[57.1 µM]	0.1	-3%	-3	0.0	·	-2%[57.1 µM]	?
CSc1ccc(C(=O)C2CCCN(C(=O)CN3CCOC3=O)C2)cc1 (configuration not stated)	3%	6%	0.3	-9%	1	-0.6	-7	-5%	-6%
CS(=O)(=O)c1ccc2nc(NC(=O)C3CC(=O)N(c4ccc(F)cc4)C3)sc2c1 (configuration not stated)	6%	8%[57.1 µM]	0.7	2%	-6	0.2	28	7%[57.1 µM]	-11%
Cc1cc(C(=O)CSc2nnc(-c3ccco3)o2)c(C)n1-c1ccc2c(c1)OCCO2	10%	-11%	0.1	17%	-1	0.5	-12	-5%	-9%
O=C(CSc1nnc(-c2ccco2)o1)NC1CC2CCC1C2 (configuration not stated)	3%	7%[57.1 µM]	1.1	-5%	-5	0.3	7	14%[57.1 µM]	-1%
CCc1c(C(=O)NC2CCCCC2)[nH]c(C)c1C(C)=O	6%	-12%	-0.5	2%	2	-0.4	24	-8%	1%
O=C(Cn1c[n+](CC(=O)c2ccc([N+](=O)[O-])cc2)cn1)c1ccc([N+](=O)[O-])cc1	-1%&9%	?	0.7&0.3	0%&-4%	34*!	1.3&0.2	12&20	-8%&7%	-20%&-15%
COCCNC(=O)C(c1ccc(F)cc1)N(C(=O)CCC(=O)Nc1ccccn1)c1cccc(C)c1 (configuration not stated)	-1%	13%	1.0	-1%	-1	0.5	-31	4%	-12%
CCCN(CC(=O)Nc1cc(Cl)ccc1Cl)C(=O)/C=C/c1cc(OC)ccc1OC	-7%	117%[activator]	·	27%	·	·	·	171%[activator]	-24%
Cc1cccc(N(C(=O)c2csnn2)C(C(=O)NC(C)(C)C)c2cccs2)c1 (configuration not stated)	-3%	9%	-0.1	4%	9	1.0	9	7%	15%
COc1cc2c(-c3ccc4cc[nH]c4c3)c(-c3ccsc3)oc(=O)c2cc1OC	?	23%[57.1 µM]	-0.7	16%	-7	-0.5	6	9%[57.1 µM]	-30%
CCOC(=O)C1CCN(C(=O)/C(C)=C\c2ccccc2)CC1	6%	30%	-0.2	6%	-2	3.0	5	8%	-18%
CN(C)S(=O)(=O)c1cccc(C(=O)N=C2N=C3C=CC(Cl)=CN3Cc3ccccc32)c1	4%	16%	-0.4	-4%	11	-0.4	-1	4%	-20%
O=C(c1cc(-c2ccc(Cl)cc2)n(-c2ccc(Cl)cc2)n1)N1CCOCC1	0%	0%	-1.1	36%	-1	-0.5	-28	-1%	-21%
COc1ccc(OC)c(CNS(=O)(=O)c2ccc3[nH]c4c(c3c2)CCCCC4)c1	-3%	20%	-0.1	10%	6	-0.9	·	5%	-15%
C=CCn1c(SCc2nc(N)nc(N(C)C)n2)nnc1-c1cccnc1	0%	0%	0.2	-1%	-4	1.6	-7	4%	-7%
O=C1NN(c2ccccc2)C(=O)/C1=C\c1ccc(-c2cc([N+](=O)[O-])ccc2O)o1	10%	?	-0.4	·	-2	0.9	-9	-17%	-28%
Cc1cccc(N2CCN(C(=S)c3ccc([N+](=O)[O-])cc3)CC2)c1	6%	-21%	0.2	5%	0	-0.5	-2	-10%	-20%
Cc1ccc(C(=O)CCC(=O)NNC(=O)c2ccccc2O)cc1	-10%	-9%	-0.2	2%	-4	0.5	10	12%	-10%
COc1ccc(CC(=O)Nc2ccc(S(=O)(=O)Nc3nccs3)cc2)cc1	-7%	19%	0.2	-12%	-13	-0.3	25	2%	-13%
COc1nc(=O)n(C2OC(CO)C(O)C2O)cc1C (configuration not stated)	-2%	-9%[11.4 µM]	·	4%	·	·	·	9%[57.1 µM]	1%
CCOC(=O)C1CCCN(C2CC(=O)N(c3ccccc3)C2=O)C1 (configuration not stated)	1%	13%	0.8	-6%	6	-0.3	-5	3%	-7%
O=C(COc1ccc(Cl)cc1)N(Cc1ccc(F)cc1)C1CCS(=O)(=O)C1 (configuration not stated)	-1%	1%	1.3	-10%	-4	0.3	14	-8%	-18%
COc1ccc(NC(=O)C2=Cc3cccc(OC)c3OC2)cc1	11%	13%[57.1 µM]	-0.7	-5%	2	-1.7	-13	7%[57.1 µM]	-21%
Cc1cc(C)n2nc(C(=O)OCC(=O)N(CCC#N)c3ccc(F)cc3)nc2n1	-2%	7%	0.6	-3%	2	0.2	-5	-2%	-4%
CC(c1ccco1)N(C(=O)c1ccccc1NS(=O)(=O)c1ccc(Cl)c([N+](=O)[O-])c1)c1ccccn1 (configuration not stated)	4%	?	0.2	4%	-2	1.5	11	-8%	-18%
O=C(CNC(=O)c1ccncc1)N/N=C/c1cc(Br)ccc1O	1%	-10%	1.1	6%	2	0.8	-10	-8%	-14%
CC(NC(=O)COC(=O)c1ccc2c(c1)S(=O)(=O)N=C1CCCCCN12)C12CC3CC(CC(C3)C1)C2 (configuration not stated)	1%	-4%	1.0	-3%	-3	1.0	7	-5%	-19%
N#CCSc1nnc(-c2ccccc2O)n1CCc1ccccc1	-1%	18%[57.1 µM]	0.2	-4%	-4	0.3	16	14%[57.1 µM]	-16%
COc1ccc(Cl)c2sc(N(CCN(C)C)C(=O)c3ccc4c(c3)OCCO4)nc12	9%	6%[57.1 µM]	0.0	1%	10	0.2	-16	0%[57.1 µM]	-17%
O=C1CCCCC1Nc1ccc(Br)cc1 (configuration not stated)	11%	-14%	·	0%	·	·	·	-9%	-4%
CCOc1ccc(CCNC(=O)c2cccc(S(=O)(=O)N3CC(C)OC(C)C3)c2)cc1OCC (configuration not stated)	-4%	-7%[57.1 µM]	0.0	-2%	-3	0.0	7	-10%	-20%
O=C(CCN1C(=O)c2ccccc2S1(=O)=O)Nc1ccc(F)c(F)c1F	-6%	8%[57.1 µM]	-0.1	-11%	5	0.3	-4	-1%[57.1 µM]	1%
C/C(N)=C(/C#N)C(=O)COC(=O)C1CCN(S(=O)(=O)c2cccs2)CC1	0%	18%[57.1 µM]	·	3%	·	·	·	5%[57.1 µM]	-18%

Gathered by group: the compounds so far containing a nitro group on carbon
SMILES	mIDH1 inhibitor	rTrxR1 inhibitor	TRHR ag	Pin1 inhibitor	TRHR PAM	D2 ag	D2 antag	TrxR1 substrate	USP1-UAF1 inh
O=C(Cn1c[n+](CC(=O)c2ccc([N+](=O)[O-])cc2)cn1)c1ccc([N+](=O)[O-])cc1	-1%&9%	?	0.7&0.3	0%&-4%	34*!	1.3&0.2	12&20	-8%&7%	-20%&-15%
O=C1NN(c2ccccc2)C(=O)/C1=C\c1ccc(-c2cc([N+](=O)[O-])ccc2O)o1	10%	?	-0.4	·	-2	0.9	-9	-17%	-28%
Cc1cccc(N2CCN(C(=S)c3ccc([N+](=O)[O-])cc3)CC2)c1	6%	-21%	0.2	5%	0	-0.5	-2	-10%	-20%
CC(c1ccco1)N(C(=O)c1ccccc1NS(=O)(=O)c1ccc(Cl)c([N+](=O)[O-])c1)c1ccccn1 (configuration not stated)	4%	?	0.2	4%	-2	1.5	11	-8%	-18%

Some values from above.
COc1ccc(Cl)c2sc(N(CCN(C)C)C(=O)c3ccc4c(c3)OCCO4)nc12 in D2 antag shows -16
O=C1CCCCC1Nc1ccc(Br)cc1 (configuration not stated) in USP1-UAF1 inh shows -4%
C/C(N)=C(/C#N)C(=O)COC(=O)C1CCN(S(=O)(=O)c2cccs2)CC1 in TrxR1 substrate shows 5%[57.1 µM]
CCOc1ccc(CCNC(=O)c2cccc(S(=O)(=O)N3CC(C)OC(C)C3)c2)cc1OCC (configuration not stated) in mIDH1 inhibitor shows -4%

Compound activity (PubChem BioAssay)

Some of the compounds tested, so the mix of outcomes need not match the whole.
